Bioassay records: PubChem, National Center for Advancing Translational Sciences (NCATS)
Epigenetic derep: epigenetic control regulation, reporter derepression. murine LDR cells, GFP reporter derepression, 30 h. Potency, µM (top dose mostly 53.9 µM), inactives show top-dose GFP activation, usual class: activators. 280,000 compounds, 0.2% hits. AID 1865; also: potency is read from the fitted curve at half-maximal effect; % of control where 0% means no effect; nearly all actives have a fitted effect of over 60% in size
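Derepression of a silenced CMV-GFP reporter in murine LDR cells is scored by enumerating GFP-positive cells with a laser-scanning microplate cytometer after 30 hours of treatment at 37 C.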
HttQ103 aggreg: inhibitors of mutant huntingtin aggregate formation in PC12 cells | PC12 HttQ103-GFP aggregates, Acumen cytometry, 40 h | Potency, µM (doses to about 46.1 µM), without a hit: at the highest dose activity change, negative = inhibition, most hits filed as inhibitors | 220,000 compounds, 1.1% hits; also: potency is read from the fitted curve at half-maximal effect; % is scaled to controls: 0 for no effect and ±100 for the full control effect; nearly all actives have a fitted effect of over 60% in size
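Inducible Q103 Huntingtin exon 1–GFP PC12 line, 1500 cells/well in phenol red free DMEM with 5% equine and 5% calf serum. Tebufenozide 100 nM induced expression; compounds titrated; aggregates quantified by cytometry.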
IMPase Li inh: IMPase inhibition in cells with lithium potentiation; CHO-M1 cells, IP1 TR-FRET (IP-One), carbachol + lithium; Potency, µM (series often up to 59.4 µM), inactives show top-dose activity, negative = IMPase inhibition, hits mostly inhibitors; 210,000 compounds, 0.35% hits;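 also: IP1 builds up when IMPase is blocked and the TR-FRET signal falls; potency is read from the fitted curve at half-maximal effect; plate controls were basal vehicle for no effect and high inhibitor control for full effect; nearly all actives have a fitted effect of over 50% in size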
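Concentration–response in CHO-M1 cells, lithium-potentiated; 30 min at 37C. IP1 detected by competitive TR-FRET after 10 min lysis at RT. Hill-fitted AC50.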
CBFb RUNX1 block: blocks binding between human CBF-beta and RUNX1; Q01196+Q13951; AlphaScreen CBFb-His/RUNX1-biotin binding, biochemical; Potency, µM (top dose mostly 59.8 µM), for inactives: at the top dose activity, negative = inhibition, actives largely listed as inhibitors; 230,000 tested, under 10 active; also: % of control where 0% means no effect
Target sequence (Q01196 whole entry, looked up): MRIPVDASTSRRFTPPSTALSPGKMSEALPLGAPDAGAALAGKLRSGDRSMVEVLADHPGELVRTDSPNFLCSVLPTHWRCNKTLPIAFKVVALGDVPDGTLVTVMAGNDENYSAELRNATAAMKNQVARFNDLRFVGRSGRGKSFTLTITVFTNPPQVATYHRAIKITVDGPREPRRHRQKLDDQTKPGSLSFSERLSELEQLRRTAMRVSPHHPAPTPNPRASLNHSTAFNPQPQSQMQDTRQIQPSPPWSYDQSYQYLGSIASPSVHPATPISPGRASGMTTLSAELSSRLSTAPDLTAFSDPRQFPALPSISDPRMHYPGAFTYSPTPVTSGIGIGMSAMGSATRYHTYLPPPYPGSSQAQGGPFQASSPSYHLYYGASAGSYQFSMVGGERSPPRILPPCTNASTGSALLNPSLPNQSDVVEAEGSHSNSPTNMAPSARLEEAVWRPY
Target sequence (Q13951 whole entry, looked up): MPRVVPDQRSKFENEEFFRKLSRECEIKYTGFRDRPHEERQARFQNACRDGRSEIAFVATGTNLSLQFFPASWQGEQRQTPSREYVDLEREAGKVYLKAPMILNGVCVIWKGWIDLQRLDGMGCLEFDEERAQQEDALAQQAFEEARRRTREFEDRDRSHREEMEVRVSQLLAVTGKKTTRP
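CBF-beta (His) and RUNX1 (biotin), 30 nM each; 20 min preassociation; + compound, 15 min; + beads 50 ng each (Ni, streptavidin), 90 min; RT; AlphaScreen read.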
Lamin A splicing: modulators of lamin A splicing. HeLa LMNA splicing GFP/RFP minigene ratio, 48 h. Potency, µM (top dose mostly 46.1 µM), without a hit: top-dose ratio change, negative = inhibition, hits mostly inhibitors. 200,000 compounds, 0.01% hits; active = well fitted inhibition curve with a large enough effect in the signal ratio, with a control signal flat, not every such curve was filed as active; inconclusive = small, poorly fitted or top-dose-only effect, or effect the other way, or a change in a side signal; the % refers to the signal ratio; also: potency is read from the fitted curve at half-maximal effect; % is scaled to controls: 0 for no effect and ±100 for the full control effect
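S3 HeLa stable clones carrying a lamin A-EGFP splicing minigene plus DsRed2 were seeded at 600 cells/well in Opti-MEM with 2% FBS, pin-dosed and incubated 48 h at 37°C. Acumen cytometry (488 nm) gave the GFP/RFP total-intensity ratio.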
NPSR antagonist: antagonists of human neuropeptide S receptor cAMP signaling; Q6W5P4; CHO-NPSR cells, cAMP TR-FRET, antagonist mode; Potency, µM (top dose mostly 38.3 µM), inactives show top-dose activity change, negative = inhibition, actives largely listed as inhibitors; 220,000 compounds, 1% hits; AID 1461; also: potency is read from the fitted curve at half-maximal effect; % is scaled to controls: 0 for no effect and ±100 for the full control effect; nearly all actives have a fitted effect of over 50% in size; many of its hits are not listed in these tables
Target sequence (Q6W5P4 whole entry, looked up): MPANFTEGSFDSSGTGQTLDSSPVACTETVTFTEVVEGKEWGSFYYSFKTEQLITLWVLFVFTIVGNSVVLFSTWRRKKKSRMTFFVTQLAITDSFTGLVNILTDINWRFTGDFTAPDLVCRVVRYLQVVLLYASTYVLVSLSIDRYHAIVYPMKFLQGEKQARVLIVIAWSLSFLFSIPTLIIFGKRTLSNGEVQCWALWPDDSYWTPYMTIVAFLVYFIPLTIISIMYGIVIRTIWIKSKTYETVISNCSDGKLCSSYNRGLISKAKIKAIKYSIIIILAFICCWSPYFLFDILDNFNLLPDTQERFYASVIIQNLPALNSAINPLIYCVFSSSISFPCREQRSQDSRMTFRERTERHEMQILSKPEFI
Luc counter: counter-screen: inhibitors of Kinase-Glo firefly luciferase; 200,000 compounds, 0.28% hits; Potency, µM (series often up to 38.3 µM), for the others: at the highest dose activity change, negative = inhibition, actives largely listed as inhibitors; Kinase-Glo luciferase, ATP luminescence, 8 min; Q27757; AID 1379; also: potency is read from the fitted curve at half-maximal effect; % is scaled to controls: 0 for no effect and ±100 for the full control effect; nearly all actives have a fitted effect of over 60% in size
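Recombinant Kinase-Glo luciferase, 10 uM ATP (linear range), luciferin; imidazole pH 7.2 / KCl / MgCl2 / Tween / BSA buffer; 8 min RT; luminescence.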
Numbers without * were called inactive; ? = inconclusive; . = no result given; & = joins results of further samples; [ ] = another dose, or the depositor's remark. Unless noted, calls follow the shape of the dose curve; as a rule, active = well fitted curve in the direction sought with a large enough effect; inconclusive = small, poorly fitted or top-dose-only effect, or another doubt; inactive = no such curve, though single readings can be large; an effect the other way counts as inactive or inconclusive.

Each structure is followed by: Epigenetic derep | HttQ103 aggreg | IMPase Li inh | CBFb RUNX1 block | Lamin A splicing | NPSR antagonist | Luc counter
> Cc1cccc(NC(=O)CSc2ccc(-c3ccco3)nn2)c1C
  0.0% | 7% | -6% | 2% | 4% | 9% | -1%
> O=C(CSc1ncn[nH]1)Nc1cccc2ccccc12
  -1.0% | 13% | -12%[38.3 µM] | -7% | 15% | -5%[46.1 µM] | -3%
> O=C(c1cnn2c(C(F)(F)F)cc(-c3ccco3)nc12)N1CCCCCC1
  -2.7% | 3% | -3%[38.3 µM] | -9% | -1% | -11%[46.1 µM] | -3%
> Cc1cccc(OCCCC(=O)N2CCCc3ccccc32)c1C
  0.8% | -31% | 20%[38.3 µM] | 22% | ? | ? | -3%
> Cc1cccc(NC(=O)C23CCC(C)(C2Br)C3(C)C)c1 (configuration not stated)
  -1.1% | -8% | -1%[38.3 µM] | 2% | 20% | ? | -1%
> O=C(O)CCc1nnc2n(Cc3ccc(F)cc3)c(=O)c3ccccc3n12
  1.5% | -9% | -12%[38.3 µM] | -1% | 4% | 4%[46.1 µM] | -3%
> C(=N\c1nccs1)/c1cccnc1
  -1.0% | -5% | -3% | -3% | ? | -6%[46.1 µM] | 1%
> Cc1ccc(NNC(=O)C(=O)N2CCCCC2)cc1
  0.0% | -7% | -1% | 0% | ? | 10% | -1%
> CC1(C)SC(=S)N(/N=C/c2ccccc2)C1N(O)C(=O)Nc1ccc([N+](=O)[O-])cc1 (configuration not stated)
  -0.9% | 3% | 11% | 2% | ? | ? | 10%
> O=C1C2ON(c3ccccc3)C(c3ccncc3)C2C(=O)N1c1ccccc1 (configuration not stated)
  -0.9% | -5% | -11%[38.3 µM] | 0% | 2% | 3%[46.1 µM] | -7%
> COc1ccc(CCNc2nc(=S)[nH]c3cc(OC)c(OC)cc23)cc1OC
  1.1% | -10% | -6% | -3% | . | -31% | .
> CCCN1C(=O)NC2(O)C(=O)c3ccccc3C12O (configuration not stated)
  -2.6% | 7% | . | 6% | 7% | 1%[46.1 µM] | .
> Nc1ccc(-c2nc3ccc(N)cc3[nH]2)cc1
  2.6% | 9% | -29% | -23% | ? | -49% | -12%
> CCO/C([O-])=N/c1sn[n+](C)c1C
  -1.2% | 9%[9.22 µM] | . | 1% | . | ? | .
> CC1=CC2=NC(=O)/C(=C/c3coc4ccc(Cl)cc4c3=O)C(=N)N2O1
  -0.8% | -10%[9.22 µM] | . | -10% | . | 43% | .
> Cc1nccn1CCN(C)Cc1cn(Cc2ccccc2)nc1-c1ccc2c(c1)OCO2
  -0.7% | 2%[9.22 µM] | 13% | -1% | -9%[46 µM] | -6% | 1%
> CCOc1cc(/C=N\NC(=O)CC(=O)NCCc2ccccc2)ccc1O
  0.0% | . | 7% | -1% | 12%[46 µM] | -6% | -5%
> COc1cc2c(cc1OC)C(=O)N(C)CC2
  16%&-1.5% | -16%[9.22 µM] | 0%&1% | -4%[21.7 µM] | . | -17% | 1%
> CCC(C)(C)N=C(NC#N)Nc1cccnc1
  9.6%&1.1% | . | 14% | 12% | . | 18% | -2%
> CCOc1ccccc1NC(=O)CSc1ncnc2c1oc1ccccc12
  2.7% | 6% | ? | 3% | 20% | 7%[46.1 µM] | 1%
> CC(NC(=O)C1c2ccccc2Oc2ccccc21)C1CCCO1 (configuration not stated)
  -1.5% | 8% | 9% | 11% | -3%[46 µM] | -5% | -1%
> CCN1CCN(C(=O)c2ccc(OC)c(S(=O)(=O)Nc3ccc(C)cc3)c2)CC1
  -0.3% | 12% | 19% | 7% | -1%[46 µM] | 7% | 1%
> O=C(COC(=O)/C=C/c1ccco1)NCc1ccccc1
  -1.9% | -5% | -2% | 3% | -9%[46 µM] | 6% | 2%
> CC1CC(C)CN(S(=O)(=O)c2ccc(C(=O)N3CCN(c4ccccc4)CC3)cc2)C1 (configuration not stated)
  2.4% | -17% | 17%[38.3 µM] | -12% | ? | ? | 0%
> O=C(O)Cc1ccc(NC(=O)c2ccc(NC(=O)c3ccco3)cc2)cc1
  0.7% | 20%[9.22 µM] | 20%[38.3 µM] | 1% | 22% | -5%[46.1 µM] | 4%
> CCOc1cc(/C=C2/NC(=O)N(CC(=O)Nc3cccc(C)c3)C2=O)ccc1OC
  -0.9% | -2% | -23%[38.3 µM] | -6% | 9% | -10%[46.1 µM] | -2%
> Cc1ccnc(N2CCCC(C(=O)NCc3cccs3)C2)n1 (configuration not stated)
  -1.2% | 13% | 3% | -4% | -1% | 1%[46.1 µM] | 1%
> O=C1C(c2ccccn2)=[N+]([O-])c2ccccc21
  0.3% | . | 22% | -7%[21.7 µM] | . | . | 3%
> O=C(COC(=O)Cc1ccc(Cl)cc1Cl)Nc1ccccc1OC(F)F
  0.0% | 3% | 7% | 17% | -10% | 0% | 2%
> Clc1ccc(CCNc2nc3ccccc3n3nnnc23)cc1
  3.7% | ? | ? | 0% | -6% | -6%[46.1 µM] | 4%
> COc1cc(C(=O)Nc2ccccc2N2CCN(S(C)(=O)=O)CC2)cc(OC)c1OC
  -0.7% | -1% | -1%[38.3 µM] | -2% | 6% | -1%[46.1 µM] | -2%
> COC(=O)c1ccc(NC(=O)C2C3C=CC(O3)C2C(=O)O)cc1 (configuration not stated)
  -1.6% | 2% | 23%[38.3 µM] | 2% | -8% | -16%[46.1 µM] | -1%
> O=C(CCS(=O)(=O)c1cccc2nonc12)NCCc1ccccc1
  0.0% | -7% | 13%[38.3 µM] | 2% | -8% | -11%[46.1 µM] | 2%
> COc1nc(Nc2cccc([N+](=O)[O-])c2)nc(OC)n1
  0.2% | -1% | 0% | -3% | 6%[9.22 µM] | -2% | -2%
> CCCCNS(=O)(=O)c1ccc(OC)c2ncccc12
  -3.2% | -14% | 19%[38.3 µM] | 13% | -14% | -9%[46.1 µM] | 3%
> CCNC(=O)NC(=O)C(C)Sc1nc2cc(C(=O)OC)ccc2c(=O)n1-c1ccccc1 (configuration not stated)
  0.0% | -4% | -15%[38.3 µM] | 4% | ? | -23%[46.1 µM] | -2%
> COc1ccc(Cc2nc(C(=O)NCc3ccccc3OC)cs2)cc1
  -0.9% | -4% | -5%[38.3 µM] | 4% | 17% | -30%[46.1 µM] | -4%
> O=C(c1cc(Cl)ccc1Cl)N1CCN(c2ccccn2)CC1
  0.0% | -17% | 0%[38.3 µM] | 6% | -5% | -13%[46.1 µM] | 1%
> Cc1cc(C)c(NC(=O)C2CCCN2C)c(C)c1 (configuration not stated)
  0.9% | 5% | -2%[38.3 µM] | -1% | 11% | 7%[46.1 µM] | -1%
> CC(C)Nc1nc(-c2ccncc2)nc(-c2ccc(Cl)cc2)c1C#N
  4.9% | 4% | ? | -2% | . | ? | -4%

Reprinted from the results shown, 6 compounds:
Each structure is followed by: Epigenetic derep | HttQ103 aggreg | IMPase Li inh | CBFb RUNX1 block | Lamin A splicing | NPSR antagonist | Luc counter
> CCCCNS(=O)(=O)c1ccc(OC)c2ncccc12
  -3.2% | -14% | 19%[38.3 µM] | 13% | -14% | -9%[46.1 µM] | 3%
> CCNC(=O)NC(=O)C(C)Sc1nc2cc(C(=O)OC)ccc2c(=O)n1-c1ccccc1 (configuration not stated)
  0.0% | -4% | -15%[38.3 µM] | 4% | ? | -23%[46.1 µM] | -2%
> COc1ccc(Cc2nc(C(=O)NCc3ccccc3OC)cs2)cc1
  -0.9% | -4% | -5%[38.3 µM] | 4% | 17% | -30%[46.1 µM] | -4%
> O=C(c1cc(Cl)ccc1Cl)N1CCN(c2ccccn2)CC1
  0.0% | -17% | 0%[38.3 µM] | 6% | -5% | -13%[46.1 µM] | 1%
> Cc1cc(C)c(NC(=O)C2CCCN2C)c(C)c1 (configuration not stated)
  0.9% | 5% | -2%[38.3 µM] | -1% | 11% | 7%[46.1 µM] | -1%
> CC(C)Nc1nc(-c2ccncc2)nc(-c2ccc(Cl)cc2)c1C#N
  4.9% | 4% | ? | -2% | . | ? | -4%

Remaining list, next part
Each structure is followed by: Epigenetic derep | HttQ103 aggreg | IMPase Li inh | CBFb RUNX1 block | Lamin A splicing | NPSR antagonist | Luc counter
> COCC(=O)NC1CCCCCC1
  -0.7% | 2%[9.22 µM] | . | 3% | . | ? | .
> COc1cccc(OC)c1NC(=O)NC(=O)c1c(OC)c(Br)cc([N+](=O)[O-])c1OC
  -1.8% | -2%[9.22 µM] | . | -5% | . | 0% | .
> CCCNC(=O)COC(=O)c1ccc(-c2ccccc2)cc1
  0.0% | 8% | 0% | 12% | -1%[9.22 µM] | -3% | -2%
> C=CCN(CC=C)C(=S)NC(=O)c1ccc([N+](=O)[O-])cc1
  ? | ? | 5% | 5% | ? | -23% | 0%
> COc1cccc(CNC(=O)c2ccc(CS(=O)(=O)Cc3ccc(C)cc3)o2)c1
  1.1% | -4% | -1% | 0% | . | -4% | -4%
> Cc1ccc(Nc2nc(Cl)nc(N(C)C#N)n2)cc1
  0.0% | ? | 6%[38.3 µM] | -5% | 10% | ? | -3%
> CCCNc1ncnc2sc(C)c(C)c12
  0.9% | -33% | 26%[38.3 µM] | 6% | ? | 19%[46.1 µM] | 0%
> CCC(Sc1nc2c(c(=O)[nH]1)CCC2)C(=O)Nc1cccc(OC)c1 (configuration not stated)
  0.9% | -3% | 5% | 17% | -14% | 4%[46.1 µM] | 3%
> O=C1Nc2cc(Cl)c(Cl)cc2N(O)N1c1ccccc1Cl
  -3.1% | 5% | -2% | 0% | -5%[9.22 µM] | 4% | 1%
> O=C(NCCc1c[nH]c2ccccc12)/C(=C/c1cccnc1)NC(=O)c1cccs1
  -3.3% | -29%[9.22 µM] | 4% | 2% | 1%[46 µM] | -9% | -3%
> Cc1ccc(COc2ccsc2-c2n[nH]c(=S)n2C)cc1
  0.8% | 12% | -5%[38.3 µM] | -2% | 9% | -16%[46.1 µM] | -4%
> CC(NC(=O)Nc1ccccc1)C(c1cccs1)N1CCOCC1 (configuration not stated)
  -1.0% | -16% | 8% | -2% | -9% | 9%[46.1 µM] | 5%
> CCN(CC)S(=O)(=O)c1ccc2oc(SCC3CN=C(c4ccc(OC)cc4)S3)nc2c1 (configuration not stated)
  1.4% | ? | 13%[38.3 µM] | -2% | ? | -19%[46.1 µM] | 0%

An excerpt; rates above refer to the full screens.
